High-throughput results from PubChem BioAssay.
TPT1 inhibitor = inhibitors of Candida albicans tRNA 2'-phosphotransferase TPT1; AID 1962; hit rate 0.81% among 300,000; recombinant caTPT1, FP RNA substrate dephosphorylation; inhibition, % at 5 µM;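 active means inhibition above the mean of all tested compounds plus 3 SD, set per screening campaign, cut at about 24% in these data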;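 further: plate controls were DMSO alone for no effect and ferristatin control at 100 nM for full effect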
PP1 inh = counter-screen for PP5 inhibitors: inhibitors of human PP1-alpha; inhibition, % at 6.7 µM; purified PP1alpha, OMFP fluorescence; hit rate 0.9% among 320,000; AID 2235; P62136;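 active means inhibition above the mean inhibition of all tested compounds plus 3 SD, computed separately for each screening campaign, cut at about 15% in these data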
HCV core dimer = HCV core protein dimerization inhibition; inhibition, % at 5 µM; hit rate 0.33% among 300,000; AID 1899; TR-FRET GST/Flag-core106 dimerization, 1536-well;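 active means inhibition above the mean of all tested compounds plus 3 SD, set per screening campaign, cut at about 45% in these data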
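System: GST/Flag-tagged HCV core106 proteins. Incubation: compound-protein-antibody incubation 4 h at 22.5 °C. Technique: HTRF with 340 nm excitation, 617/671 nm emission. Medium: KF-containing HEPES buffer, pH 7.45, DTT, CHAPS, BSA. Read-out: inhibition (%) from 671 over 617 nm ratio. Also added: Eu(K)-anti-GST 90 ng/mL plus XL665-anti-Flag 1 µg/mL.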
CR mimetic SO = lowers age-related superoxide in aged yeast cells | superoxide response (% of plate mean), % at 10 µM | S. cerevisiae aged cells, superoxide DHE fluorescence; hits give low values | hit rate 0.18% among 330,000;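 active means superoxide response under a set limit, about three screen SD below normal, cut at about 65% in these data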;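 further: yeast aged for seven days with compound at 30 °C before DHE staining; 100% = average MFI of all compound-treated wells on the plate with controls excluded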
EBNA-1 inhibitor = blocks EBNA-1 binding to DNA. EBNA-1 DNA binding, fluorescence polarization. inhibition, % at 14.8 µM. hit rate 0.34% among 300,000. AID 1950; in the data active means inhibition above about 28%
PP5 inh = PP5 (human) phosphatase inhibition. inhibition, % at 6.7 µM. purified PP5c, OMFP substrate fluorescence. P53041. hit rate 0.18% among 320,000;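 active means inhibition above the campaign's mean inhibition across all tested compounds plus 3 SD, cut at about 9.5% in these data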;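 further: 0% = DMSO only and 100% = 100 µM cantharidin control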
Target sequence (P53041 whole entry, looked up): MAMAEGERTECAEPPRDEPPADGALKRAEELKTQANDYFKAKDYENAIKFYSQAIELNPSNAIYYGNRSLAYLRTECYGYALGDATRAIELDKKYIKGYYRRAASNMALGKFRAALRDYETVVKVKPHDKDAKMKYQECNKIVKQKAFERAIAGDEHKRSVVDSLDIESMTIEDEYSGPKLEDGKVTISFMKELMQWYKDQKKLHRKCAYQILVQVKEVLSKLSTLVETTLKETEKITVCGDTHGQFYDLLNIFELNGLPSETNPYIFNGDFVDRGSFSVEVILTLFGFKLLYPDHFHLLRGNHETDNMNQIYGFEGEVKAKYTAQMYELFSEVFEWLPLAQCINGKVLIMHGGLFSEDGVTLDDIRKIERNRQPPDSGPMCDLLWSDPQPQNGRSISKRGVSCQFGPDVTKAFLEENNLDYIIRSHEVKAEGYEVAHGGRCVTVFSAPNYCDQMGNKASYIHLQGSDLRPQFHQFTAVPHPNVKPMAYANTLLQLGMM
ZTA DNA inh = ZTA (EBV) inhibition in EBNA-1 counter-screen. inhibition, % at 11 µM. hit rate 0.15% among 320,000. P03206. ZTA-DNA binding, fluorescence polarization. AID 2234; in the data active means inhibition above about 33%
GASC-1 inh = blocks human GASC-1 demethylase activity. GST-JMJD2C(1-420) H3K9me3 demethylation, DELFIA europium. inhibition, % at 2.35 µM. hit rate 0.069% among 330,000. AID 2099;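 active means more than half of a compound's replicate wells show inhibition beyond 50%, single wells judged on their own value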;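 further: signal counts dimethyl H3K9 product captured on neutravidin plate; 0% = median of DMSO wells and 100% = 0.3 times that DMSO median; strong numbers were not always called active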
Target sequence (Q9H3R0 1-420 limits assumed): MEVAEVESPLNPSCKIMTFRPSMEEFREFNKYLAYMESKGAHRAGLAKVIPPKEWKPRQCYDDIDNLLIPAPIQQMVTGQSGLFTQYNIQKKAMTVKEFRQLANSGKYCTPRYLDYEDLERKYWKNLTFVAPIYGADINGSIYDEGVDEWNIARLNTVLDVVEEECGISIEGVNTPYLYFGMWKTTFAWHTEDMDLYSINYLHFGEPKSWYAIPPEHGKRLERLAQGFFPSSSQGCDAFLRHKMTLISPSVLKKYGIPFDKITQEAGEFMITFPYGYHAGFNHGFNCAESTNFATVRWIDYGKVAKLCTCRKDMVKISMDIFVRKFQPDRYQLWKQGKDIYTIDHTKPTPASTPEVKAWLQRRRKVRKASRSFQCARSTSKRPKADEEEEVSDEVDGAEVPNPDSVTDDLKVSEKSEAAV
CTSL1 counter = counter-screen for PFM18AAP inhibitors: inhibitors of F. hepatica cathepsin L1 | recombinant F. hepatica cathepsin L1, Z-Leu-Arg-MCA fluorescence | inhibition, % at 5.96 µM | hit rate 0.49% among 300,000 | AID 1906;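 active means inhibition above the mean of all tested compounds plus 3 SD, set per screening campaign, cut at about 17% in these data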;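 further: 0% = plate median of test compound wells and 100% = 1 µM Z-Phe-Ala-diazomethylketone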
* = called active by the depositor.

For CCOC(=O)C1CCCN(CCC(=O)Nc2ccc(C)cc2)C1 (stereo not drawn) the results were TPT1 inhibitor -1, PP1 inh -2, HCV core dimer 5, CR mimetic SO 103, EBNA-1 inhibitor 2, PP5 inh 0.4, ZTA DNA inh 20, GASC-1 inh -1 and CTSL1 counter 2.
Screening Cn1c(N)c(S(=O)(=O)NCc2ccc(Cl)cc2)c(=O)n(C)c1=O returned TPT1 inhibitor -1, PP1 inh -1, HCV core dimer -9, CR mimetic SO 104, EBNA-1 inhibitor -1, PP5 inh -1.2, ZTA DNA inh -8, GASC-1 inh -5 and CTSL1 counter -1.
Screening Cc1ccc(C(=O)N(CCc2ccccc2)Cc2ccccc2)cc1S(=O)(=O)N1CCCCC1 returned TPT1 inhibitor -4, PP1 inh 5, HCV core dimer 2, CR mimetic SO 77, EBNA-1 inhibitor 4, PP5 inh 2.0, ZTA DNA inh -7, GASC-1 inh -1 and CTSL1 counter 8.
For CCNC(=O)c1ccc(OCC(=O)Nc2ccc(F)cc2)c(OC)c1 the results were TPT1 inhibitor 1, PP1 inh -2, HCV core dimer -5, CR mimetic SO 110, EBNA-1 inhibitor 7, PP5 inh -0.5, ZTA DNA inh -9, GASC-1 inh 15 and CTSL1 counter 1.
For CCO[C@H]1OC(C(=O)NC2CC2)=C[C@@H](C2CCCCC2)[C@@H]1CCCO the results were TPT1 inhibitor -2, PP1 inh -4, HCV core dimer -7, CR mimetic SO 107, EBNA-1 inhibitor 5, PP5 inh 4.5, ZTA DNA inh 8, GASC-1 inh -4 and CTSL1 counter -1.
Screening C=CCSc1ccccc1C(=O)Nc1ncn[nH]1 returned TPT1 inhibitor 1, PP1 inh 2, HCV core dimer -7, CR mimetic SO 94, EBNA-1 inhibitor 1, PP5 inh 4.1, ZTA DNA inh 26, GASC-1 inh -7 and CTSL1 counter -2.
O=C(CSc1ncccn1)N/N=C/c1cccc([N+](=O)[O-])c1 was read as TPT1 inhibitor 3, PP1 inh -2, HCV core dimer -7, CR mimetic SO 97, EBNA-1 inhibitor -7, PP5 inh -0.1, ZTA DNA inh 13, GASC-1 inh -4 and CTSL1 counter 2.
CCCCCCC(=O)Nc1nc(C)c(-c2csc(Nc3cc(Cl)ccc3OC)n2)s1 was read as TPT1 inhibitor 2, PP1 inh -2, HCV core dimer -2, CR mimetic SO 97, EBNA-1 inhibitor -7, PP5 inh 5.6, ZTA DNA inh -15, GASC-1 inh 3 and CTSL1 counter 0.
Screening COc1ccc(CNC(=O)CNC(=O)c2sc3ccccc3c2Cl)cc1OC returned TPT1 inhibitor 2, PP1 inh 0, HCV core dimer 0, CR mimetic SO 107, EBNA-1 inhibitor 6, PP5 inh 0.7, ZTA DNA inh -5, GASC-1 inh -4 and CTSL1 counter 1.
`O=C(CSc1nnc(CNC(=O)c2ccccc2)o1)Nc1ccc2c(c1)OCCO2` gave TPT1 inhibitor 0, PP1 inh 0, HCV core dimer 6, CR mimetic SO 94, EBNA-1 inhibitor 14, PP5 inh 4.5, ZTA DNA inh 8, GASC-1 inh 21 and CTSL1 counter -3.
Screening O=C(CSc1nc2ncccc2[nH]1)c1cccc([N+](=O)[O-])c1 returned TPT1 inhibitor 0, PP1 inh -3, HCV core dimer 2, CR mimetic SO 107, EBNA-1 inhibitor -4, PP5 inh -4.7, ZTA DNA inh 2, GASC-1 inh -3 and CTSL1 counter 2.
For CCOc1ccc(OCCCC(=O)ON=C(N)c2ccccc2C)cc1 the results were PP1 inh -1, CR mimetic SO 90, PP5 inh 0.6, ZTA DNA inh 6 and GASC-1 inh 2.
For Cc1ccccc1OCC(=O)N1CCCCCCC1 the results were TPT1 inhibitor -2, PP1 inh -1, HCV core dimer 0, CR mimetic SO 102, EBNA-1 inhibitor -16, PP5 inh 3.2, ZTA DNA inh 6, GASC-1 inh 2 and CTSL1 counter -2.
CN(C)c1cc(-c2ccc(Cl)cc2Cl)oc(=O)c1Cl was read as TPT1 inhibitor -3, PP1 inh -4, HCV core dimer -2, CR mimetic SO 91, EBNA-1 inhibitor 5, PP5 inh -0.2, ZTA DNA inh 16, GASC-1 inh 7 and CTSL1 counter 2.
For Cc1ccc(C(=O)N2CCOCC2)cc1Cl the results were TPT1 inhibitor -1, PP1 inh 2, HCV core dimer 6, CR mimetic SO 102, EBNA-1 inhibitor 15, PP5 inh 0.0, ZTA DNA inh 10, GASC-1 inh 0 and CTSL1 counter -2.
Cc1ccc(C(=O)N/C(=C\c2ccco2)C(=O)NCCN2CCOCC2)cc1C was read as TPT1 inhibitor -1, PP1 inh -2, HCV core dimer -7, CR mimetic SO 107, EBNA-1 inhibitor 2, PP5 inh 5.9, ZTA DNA inh -9, GASC-1 inh 32 and CTSL1 counter -3.
For CCCC(=O)Nc1ccc2nc(SCC(=O)N3CCCC3)sc2c1 the results were TPT1 inhibitor 0, PP1 inh -3, HCV core dimer -1, CR mimetic SO 96, EBNA-1 inhibitor 6, PP5 inh -0.5, ZTA DNA inh -2, GASC-1 inh 1 and CTSL1 counter 6.
CC(/C=C1\SC(=S)N(NC(=O)c2ccncc2)C1=O)=C\c1ccccc1 was read as TPT1 inhibitor 0, PP1 inh -2, HCV core dimer 2, CR mimetic SO 111, EBNA-1 inhibitor 1, PP5 inh 0.9, ZTA DNA inh 11, GASC-1 inh 8 and CTSL1 counter 4.
Screening CCOC(=O)C1(Cc2cccc(OC)c2)CCCN(Cc2cc(C(C)C)n[nH]2)C1 (stereo not drawn) returned TPT1 inhibitor -5, PP1 inh 2, HCV core dimer 0, CR mimetic SO 99, EBNA-1 inhibitor 5, PP5 inh 2.2, ZTA DNA inh -2, GASC-1 inh 1 and CTSL1 counter -2.
Cc1cc(NC(=O)c2ccccc2)no1 was read as TPT1 inhibitor 0, PP1 inh 2, HCV core dimer -1, CR mimetic SO 101, EBNA-1 inhibitor -11, PP5 inh -1.1, ZTA DNA inh 0, GASC-1 inh 55 and CTSL1 counter 6.
`O=CN1CCN(C2CC(=O)N(c3ccc4c(c3)OCO4)C2=O)CC1` (stereo not drawn) gave TPT1 inhibitor 2, PP1 inh -1, HCV core dimer -7, CR mimetic SO 97, EBNA-1 inhibitor -2, PP5 inh -0.6, ZTA DNA inh -14, GASC-1 inh 1 and CTSL1 counter -1.
Screening CC(C)(C)NS(=O)(=O)c1cccc(S(=O)(=O)c2cccc(S(=O)(=O)NC(C)(C)C)c2)c1 returned TPT1 inhibitor -3, PP1 inh 1, HCV core dimer -1, CR mimetic SO 76, EBNA-1 inhibitor 2, PP5 inh 1.2, ZTA DNA inh -10 and CTSL1 counter 3.
For CCn1c(CNC(=O)c2ccccc2)nnc1SCC(=O)N1CCN(c2ccccc2)CC1 the results were TPT1 inhibitor 1, PP1 inh -5, HCV core dimer -2, CR mimetic SO 115, EBNA-1 inhibitor -3, PP5 inh 1.9, ZTA DNA inh -1, GASC-1 inh 4 and CTSL1 counter 1.
For Cc1cnc(C(=O)N2CCCC(C(=O)c3ccc(C(C)(C)C)cc3)C2)cn1 (stereo not drawn) the results were TPT1 inhibitor 1, PP1 inh -2, HCV core dimer 2, CR mimetic SO 127, EBNA-1 inhibitor 2, PP5 inh 1.1, ZTA DNA inh -6, GASC-1 inh 13 and CTSL1 counter 0.
`O=C(NCCCN1CCOCC1)c1ccc(Cl)c([N+](=O)[O-])c1` gave TPT1 inhibitor -2, PP1 inh -2, HCV core dimer 0, CR mimetic SO 108, EBNA-1 inhibitor 0, PP5 inh 0.1, ZTA DNA inh 5, GASC-1 inh 3 and CTSL1 counter -2.
`COc1ccccc1C(=O)OCC(=O)NC(=O)NC1CCCC1` gave PP1 inh -2, CR mimetic SO 92, PP5 inh 0.9, ZTA DNA inh 4 and GASC-1 inh 4.
For CCC(C)N(NC(C)=O)c1nc(Cl)nc(NC(C)(C)C)n1 (stereo not drawn) the results were TPT1 inhibitor -3, PP1 inh -2, HCV core dimer 0, CR mimetic SO 105, EBNA-1 inhibitor -3, PP5 inh 1.4, ZTA DNA inh 8, GASC-1 inh -3 and CTSL1 counter 3.
`C=CCOc1cccc(C2/C(=C(/O)c3ccc(Cl)cc3)C(=O)C(=O)N2CCN2CCOCC2)c1` (stereo not drawn) gave TPT1 inhibitor -4, PP1 inh 4, HCV core dimer 3, CR mimetic SO 102, EBNA-1 inhibitor 3, PP5 inh 2.0, ZTA DNA inh -6, GASC-1 inh -19 and CTSL1 counter -2.
O=C(NCCc1ccccc1)c1ccc(NC2=NC3CS(=O)(=O)CC3S2)cc1 (stereo not drawn) was read as TPT1 inhibitor 1, PP1 inh -1, HCV core dimer 1, CR mimetic SO 91, EBNA-1 inhibitor 5, PP5 inh 0.5, ZTA DNA inh 2, GASC-1 inh 11 and CTSL1 counter 3.
Screening O=C(O)c1ccc(-n2nncc2-c2ccccc2)cc1 returned TPT1 inhibitor 3, PP1 inh 4, HCV core dimer -5, CR mimetic SO 92, EBNA-1 inhibitor -5, PP5 inh 1.9, ZTA DNA inh -6, GASC-1 inh -5 and CTSL1 counter -3.
For Cc1c(C(=O)NCc2ccco2)oc2ccccc12 the results were TPT1 inhibitor -4, PP1 inh 2, HCV core dimer 8, CR mimetic SO 115, EBNA-1 inhibitor -5, PP5 inh 1.6, ZTA DNA inh 4, GASC-1 inh 0 and CTSL1 counter -4.
For CCCN1C(=O)/C(=C/c2ccc(C)s2)SC1=Nc1ccc(OC)cc1 the results were TPT1 inhibitor 4, PP1 inh 0, HCV core dimer 0, CR mimetic SO 89, EBNA-1 inhibitor 0, PP5 inh 3.3, ZTA DNA inh 11, GASC-1 inh 4 and CTSL1 counter 1.
Cn1nccc1C(=O)OCC(=O)Nc1nc(-c2ccccc2)cs1 was read as TPT1 inhibitor -3, PP1 inh 3, HCV core dimer 1, CR mimetic SO 114, EBNA-1 inhibitor 1, PP5 inh 0.4, ZTA DNA inh 17 and CTSL1 counter -3.
Cc1ccc(C(C[N+](=O)[O-])c2c(C)cc3ccccn23)cc1 (stereo not drawn) was read as TPT1 inhibitor 1, PP1 inh 10, HCV core dimer -3, CR mimetic SO 128, EBNA-1 inhibitor -2, PP5 inh 4.0, ZTA DNA inh -18, GASC-1 inh -2 and CTSL1 counter 1.
O=C(Cc1ncc(C(F)(F)F)cc1Cl)N1CCN(c2ccc(F)cc2)CC1 was read as TPT1 inhibitor 1, PP1 inh 2, HCV core dimer 2, CR mimetic SO 103, EBNA-1 inhibitor 12, PP5 inh -3.5, ZTA DNA inh 18, GASC-1 inh 7 and CTSL1 counter 2.
For CN(CCCN1c2ccccc2CCc2ccccc21)CC(=O)c1ccc(Cl)cc1 the results were TPT1 inhibitor 3, PP1 inh 11, HCV core dimer 1, CR mimetic SO 93, EBNA-1 inhibitor -4, PP5 inh -0.6, ZTA DNA inh 18, GASC-1 inh 13 and CTSL1 counter -2.
For Nc1cc(-c2ccccc2)nn1Cc1ccccc1 the results were TPT1 inhibitor 1, PP1 inh -3, HCV core dimer 2, CR mimetic SO 90, EBNA-1 inhibitor 6, PP5 inh -0.7, ZTA DNA inh 24, GASC-1 inh 30 and CTSL1 counter 0.
Screening C=CCN(CC=C)Cc1c(C)[nH]c2c(C)c(C)ccc2c1=O returned TPT1 inhibitor 0, PP1 inh 2, HCV core dimer -4, CR mimetic SO 98, EBNA-1 inhibitor -11, PP5 inh 3.1, ZTA DNA inh -11, GASC-1 inh 3 and CTSL1 counter 7.
